Myeloid diff MLP: induction of myeloid progenitor differentiation, primary screen, cell-based, flow cytometry, MLPCN library; 360,000 tested, 1% active; AID 624256, 2012; ER-HoxA9 myeloid progenitors, lysozyme-GFP differentiation; calls only at 10 µM;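 active means normalized GFP-positive differentiation at or above the plate's own cutoff, the solvent-only control mean plus 3 SD; inconclusive means no clear call, values can overlap the other calls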;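 further: cells exposed to compound for four days before flow analysis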
Salmonella PhoP GFP: inhibitors of PhoP regulon expression, primary screen, Salmonella Typhimurium, GFP reporter (AID 1863). S. Typhimurium PhoP-regulated promoter GFP reporter, 4 h; higher % means a stronger effect. inhibition, % at 50 µM; hits with a dose series show IC50 in µM. 300,000 tested, 0.16% active;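 active means inhibition over 29.93%, a cutoff 3 SD above the screen mean, later confirmed by dose response; inconclusive means inhibition over 29.93% but no dose response follow-up; inactive means inhibition at most 29.93% or unconfirmed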;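 further: 0% = low Mg2+ inducing control and 100% = high Mg2+ repressing control; strong numbers were not always called active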
RSV CPE inhibition: RSV antiviral activity via CPE protection, HEp-2 cells, primary 10 µM value included (AID 2391); HEp-2 cells, RSV-induced CPE inhibition; higher % means a stronger effect; CPE inhibition, % at 10 µM, or IC50 in µM where a hit was titrated; 310,000 tested, 0.13% active; in the data active means a potency from the dose series; inconclusive means CPE inhibition mostly from about 23% at the one dose, without a potency; inactive means the rest, 99 in 100 with CPE inhibition below about 21%; further: strong numbers were not always called active
Myeloid diff MLP GFP+ MAC1+ %: recorded beside Myeloid diff MLP, whose call it bears; GFP+ MAC1+ double positive, %; measured here: differentiation confirmed by MAC1 staining
Starred values were filed as active, the others as inactive; i = inactive; ? = inconclusive; . = not tested or not shown; + = active, no number; & = joins results of further samples. A portion of the library; count on the stated rates, not on these rows.

Structure,Myeloid diff MLP GFP+ MAC1+ %,Salmonella PhoP GFP,RSV CPE inhibition,Myeloid diff MLP
CCCCNC(=S)Nc1cccc(S(=O)(=O)NC2=NCCC2)c1,0.8,-1%,-1.4%,i
CCN(CC)S(=O)(=O)c1ccc(S(=O)(=O)Nc2c(C)nn(C)c2C)cc1,3.1,-9%,-0.5%,i
CCOC(=O)OC(C)OC(=O)[C@@H]1N2C(=O)[C@@H](NC(=O)[C@H](N)c3ccccc3)[C@H]2SC1(C)C (stereo not given in full),2.3,-12%,-0.4%,i
O=C(CS(=O)(=O)c1ccccc1)N1CCN(c2ccccc2)CC1,0.4,-6%,-2.1%,i
O=C(c1ccc(S(=O)(=O)N2CCCC2)cc1)N1CCCCC1,1.1,-6%,0.3%,i
CN(C(=O)c1ccc(S(=O)(=O)N2CCCC2)cc1)C1CCS(=O)(=O)C1 (stereo not given),1.2,1%,-1.8%,i
COc1ccc(NC(=O)CN(C)C(=O)c2ccc(COc3ccccc3)o2)cc1,0.5,-7%,-0.2%,i
O=C(CCCOc1ccccc1)NN1C(=O)NC2(CCCCC2)C1=O,0.8,1%,1.1%,i
O=C(Nc1ccncc1)c1cccc(S(=O)(=O)N2CCc3ccccc32)c1,1.6*,6%,-0.8%,+
O=C(Nc1ncccc1O)c1ccc(S(=O)(=O)N2CCCC2)cc1,0.6,-2%,-1.6%,i
COc1ccc(NC(=O)CN(C)C(=O)CC2CCCCC2)cc1,1.8,-4%,0.1%,i
CN(Cc1ccccc1)C(=O)COC(=O)c1cc(S(=O)(=O)N(C)C)ccc1N1CCCC1,0.7,4%,-0.6%,i
CCN1C(=O)[C@H]2[C@@H](c3ccc(C)cc3)N3C(=O)N(c4cccc(Br)c4)C(=O)[C@@]3(CC)[C@H]2C1=O,1.3,1%,-0.7%,i
CCOC(=O)C(CCSC)Nc1nc(Cl)nc(Nc2ccc(Cl)cc2)n1 (stereo not given),0.3,0%,0.0%,i
O=C(NCCc1ccc(F)cc1)C(=O)NCC1CCCN1S(=O)(=O)c1ccccc1 (stereo not given),.,3%,9.9%,?
CC(=O)N1CCN(S(=O)(=O)c2ccc(C)cc2)C1C (stereo not given),1.0,2%,-2.6%,i
O=C(NCc1nnnn1-c1ccc(F)c(F)c1)C(=O)c1c[nH]c2ccccc12,0.4,-1%,2.8%,i
CCN(CC)CCCCCCCCOC(=O)c1cc(OC)c(OC)c(OC)c1,5.1,-3%,-2.1%,i
CC(OC(=O)C1CSC2(C)CCC(=O)N12)C(=O)Nc1cccc(C#N)c1 (stereo not given),0.2,1%,-1.0%,i
CC1CCCCC1NC(=O)CNC(=O)c1ccco1 (stereo not given),1.2,1%,0.7%,i
CC(=O)c1ccc(S(=O)(=O)Nc2ccc(-n3c(C)nc4ccccc4c3=O)cc2)cc1,0.9,4%,1.3%,i
CC[N+](C)(CC)CCOC(=O)C1c2ccccc2Oc2ccccc21,0.8,-3%,-1.0%,i
O=C(O)CC1c2ccccc2C=Cc2ccccc21,0.9,4%,1.4%,i
COc1ccccc1N1CCN(S(=O)(=O)CCNC(=O)CC2CCCCC2)CC1,1.1,8%,2.2%,i
COc1ccc(NC(=O)CSCC(=O)Nc2nnc(CC(C)C)s2)cc1,0.4,-12%,4.2%,i
CC(C)CN(C(=O)CCCOc1ccc(Cl)cc1Cl)c1c(N)n(Cc2ccccc2)c(=O)[nH]c1=O,0.5,1%,-1.9%,i
Cc1cc2c(=O)n(C)c(SCC(=O)NC3CCCC3)nc2s1,1.5,5%,1.9%,i
CC(NC(=O)CCN1C(=O)c2ccccc2S1(=O)=O)c1ccccc1 (stereo not given),1.0,-8%,0.6%,i
COc1ccc(N2CCN(S(=O)(=O)CCNC(=O)C(C)Oc3ccccc3)CC2)cc1 (stereo not given),0.2,4%,-0.4%,i
CCc1ccc2nc(NC(=O)C3CSC4(C)CCC(=O)N34)sc2c1 (stereo not given),1.2,8%,2.1%,i
COc1ccc(CCN2CC(C(=O)Nc3ccc(S(C)(=O)=O)cc3)CC2=O)cc1OC (stereo not given),1.0,-3%,-1.3%,i
Cc1ccc(S(=O)(=O)N2CCN(C(=O)CNC(=O)c3sc4ccccc4c3Cl)CC2)cc1,0.6,-11%,-0.8%,i
O=C1CCc2cc(NS(=O)(=O)c3ccccc3)cc3c2N1CC3,1.2,-7%,-3.0%,i
COc1ccc(N2CC(C(=O)NCCN3C(=O)S/C(=C\c4cccnc4)C3=O)CC2=O)c(OC)c1 (stereo not given),0.7,5%,-0.3%,i
CN(C(=O)c1ccccc1C(=O)OCC(=O)Nc1ccc(S(N)(=O)=O)cc1)c1ccccc1,0.8,3%,0.3%,i
COc1ccccc1C(CNC(=O)C(C)Oc1ccc(Br)cc1)N1CCCC1 (stereo not given),0.9,-1%,-3.0%,i
NC(=O)C1CCN(c2ccc3c(c2)S(=O)(=O)c2ccccc2C3=O)CC1,1.0,-4%,1.6%,i
Cc1ccc(S(=O)(=O)N2CCC(C(=O)OCC(=O)N3CCCC(C)C3)CC2)cc1C (stereo not given),0.8,-10%,-1.6%,i
Cc1sc2ncnc(N3CCC(C(=O)Nc4nc(-c5ccc(F)cc5)cs4)CC3)c2c1C,1.3,-1%,15%,i
Cc1ccc(C(=O)OCC(=O)NNC(=O)c2ccc([N+](=O)[O-])cc2)o1,1.0,7%,-0.3%,i
Cc1[nH]c2ccccc2c1C(=O)C(C)OC(=O)c1ccc(NC(=O)CC#N)cc1 (stereo not given),1.6*,9%,0.5%,+
COc1ccc(-c2cccc(NS(=O)(=O)c3cc([N+](=O)[O-])ccc3C)c2)nn1,0.8,-5%,12%,i
CCCCCCSc1ccc([C@H]2N[C@@](Cc3ccccc3)(C(=O)OC)[C@H]3C(=O)N(C)C(=O)[C@@H]23)cc1,0.2,-4%,2.8%,i
Cc1cccc(NS(=O)(=O)c2cccc(C(=O)N3CCCC(C(F)(F)F)C3)c2)c1 (stereo not given),0.5,5%,5.7%,i
COc1ccc(CN2C(=O)C(CC(C)C)Nc3ncnc(N4CCN(c5ccccc5)CC4)c32)cc1 (stereo not given),1.9&0.6,4%,-0.8%,i
CCCCCN(C(=O)CCC(=O)OCC(=O)N1CCC(C)CC1)c1c(N)n(CCCC)c(=O)[nH]c1=O,0.7,-3%,-1.8%,i
CCC(=O)c1ccc(OCC(=O)OC(C)C(=O)N2CCc3ccccc32)cc1 (stereo not given),0.6,2%,2.8%,i
O=C(CCc1nc2ccccc2c(=O)[nH]1)Nc1cccc(S(=O)(=O)N2CCCCC2)c1,0.6,-6%,0.6%,i
O=C1CC2(CCN(C(=O)c3ccc(Cl)cc3)CC2)Oc2ccccc21,0.4,2%,1.7%,i
CCCCn1c(N)c(N(CC(C)C)C(=O)c2oc3c(Cl)cccc3c2C)c(=O)[nH]c1=O,1.2,-2%,-0.6%,i
CN(C(=O)COC(=O)/C=C/c1ccc2c(c1)OCO2)c1c(N)n(Cc2ccccc2)c(=O)[nH]c1=O,0.5,-2%,-0.5%,i
Cc1cc(C(=O)N2CCN(c3ccccc3O)CC2)c(C)o1,0.5,-3%,-0.2%,i
CCCCCN(C(=O)CCC(=O)OCc1cccc(Cl)c1)c1c(N)n(CCCC)c(=O)[nH]c1=O,1.3,2%,-1.8%,i
OCCN1CCN(CC/C=C2/c3ccccc3Sc3ccc(Cl)cc32)CC1,6.4,2%,-3.4%,i
COc1ccccc1CNS(=O)(=O)CCNC(=O)c1ccccc1,0.4,1%,-1.4%,i
Cc1cc(C)c(C)c(S(=O)(=O)N2CCN(C(=O)C3CCC3)CC2)c1C,0.6,8%,0.0%,i
COc1ccc(N2CC(NS(=O)(=O)c3cccs3)CC2=O)cc1 (stereo not given),0.4,0%,-0.7%,i
COc1ccc(C)cc1S(=O)(=O)N1CCC2(CC1)OCCN2S(=O)(=O)c1cccs1,1.3,-1%,2.6%,i
CCN(CC(=O)NCc1ccc(Cl)cc1)C(=O)CCOc1ccc(C)cc1,0.8,7%,0.5%,i
CN1C[C@H](C(=O)NC2(C)OC3(O)[C@@H]4CCCN4C(=O)[C@H](Cc4ccccc4)N3C2=O)CC2c3cccc4[nH]cc(c34)C[C@H]21 (stereo not given in full),3.6,-1%,2.5%,i

Remaining list, next part
Structure,Myeloid diff MLP GFP+ MAC1+ %,Salmonella PhoP GFP,RSV CPE inhibition,Myeloid diff MLP
O=C1C=C(NC2CCCCC2)CCC1,1.4,13%,2.1%,i
CC(C)CC(=O)Nc1ccc(C(=O)COC(=O)C2=COCCO2)cc1,0.8,-1%,-0.6%,i
CCN(CC)CCOC(=O)c1cc(Cl)c(N)cc1OC,2.1,-1%,-2.0%,i
COc1cc(C(=O)NCc2cccc(Cl)c2)ccc1OCC(=O)N1CCOCC1,0.9,1%,-0.9%,i
O=C(Nc1nc2c(F)cc(F)cc2s1)C1CCN(C(=O)c2ccc(F)cc2)CC1,1.1,-6%,2.8%,i
CCCCn1c(N)c(N(CC(C)C)C(=O)c2cccs2)c(=O)[nH]c1=O,0.2,-4%,-1.9%,i
CCOc1ccc(CCNC(=O)COC(=O)CNC(=O)c2ccc(Br)o2)cc1OCC,1.1,-4%,0.5%,i
COC(=O)c1ccc(OC(=O)C2CSC3(C)CCC(=O)N23)cc1 (stereo not given),0.6,-3%,0.6%,i
Cc1ccn2c(=O)nc(SCC(=O)c3ccccc3)nc2c1,0.8,-2%,0.9%,i
COc1ccc(-c2csc3ncnc(N4CCN(S(=O)(=O)c5ccc(Cl)s5)CC4)c23)cc1,0.7,5%,5.0%,i
CCN(CC(=O)Nc1c(F)cccc1F)C(=O)c1cc(S(=O)(=O)N(C)C)ccc1N1CCCC1,0.4,-1%,-0.3%,i
Cc1ccc(S(=O)(=O)NCCC(=O)N2CCOCC2)cc1C,0.6,5%,-1.3%,i
CC(OC(=O)C1CCC1)C(=O)Nc1cc(Cl)cc(Cl)c1 (stereo not given),0.5,-3%,0.5%,i
CC1C(=O)N2CCCc3cc(NC(=O)c4ccccc4C(F)(F)F)cc1c32 (stereo not given),0.9,7%,-0.2%,i
CCN(C1CCCCC1)S(=O)(=O)c1cc2c3c(c1)CCN3C(=O)CC2,1.7,-6%,0.2%,i
O=C(CNC(=O)c1cccs1)Nc1ccc2c(c1)OCCO2,0.9,5%,-1.4%,i
CCC1(c2ccccc2)NC(=O)N(CC(=O)Nc2ccccc2C(=O)N2CCCCC2)C1=O (stereo not given),0.9,2%,-1.6%,i
CCOC(=O)C1=C(COC(=O)C(CC)Oc2ccccc2)NC(=O)NC1C (stereo not given),0.5,4%,-1.8%,i
CC(C)CN(C(=O)COC(=O)C12CC3CC(CC(Cl)(C3)C1)C2)c1c(N)n(Cc2ccccc2)c(=O)[nH]c1=O,0.3,-10%,-1.1%,i
Cc1ccc(S(=O)(=O)CCC(=O)OCC(=O)NC2CCS(=O)(=O)C2)cc1 (stereo not given),0.6,-1%,-1.6%,i
O=S(=O)(Nc1ccc(Cl)cn1)c1ccc2c(c1)OCCO2,0.4,6%,0.7%,i
Cc1ccc([N+](=O)[O-])cc1S(=O)(=O)Nc1ccc(-c2ccc(N3CCOCC3)nn2)cc1,0.4,-9%,3.4%,i
Cc1cccc(NC(=O)CNC(=O)c2ccco2)n1,1.2,5%,-2.1%,i
O=C(COc1coc(CN2CCc3ccccc3C2)cc1=O)Nc1cccc(F)c1,0.9,2%,1.0%,i
O=C(CCNC(=O)c1ccccc1Cl)NCc1ccncc1,0.5,-5%,-0.6%,i
O=C(c1cc(S(=O)(=O)N2CCOCC2)ccc1F)N(Cc1nnc(-c2ccccc2Cl)o1)C1CC1,1.0,-9%,2.1%,i
Cc1ccccc1OCC(=O)Nc1ccc2c(c1)ncn2C,0.6,-2%,-2.3%,i
Cc1ccc(C2(C)NC(=O)N(CC(=O)Nc3ccc(N4CCOCC4)cc3N3CCOCC3)C2=O)cc1 (stereo not given),0.6,7%,-2.3%,i
O=C(CSc1ccc(Cl)cc1)Nc1nnc(-c2ccco2)o1,0.9,-7%,-0.1%,i
O=C(Nc1nnc(SCc2ccccc2)s1)C1=COCCO1,0.9,-12%,1.8%,i
CCN1C(=O)[C@H]2[C@@H](c3ccc(-c4ccc(F)cc4)c(OC)c3)N[C@@](C)(C(=O)OC)[C@H]2C1=O,3.6,7%,-0.9%,i

Not a retest: an excerpt of the list.
Structure,Myeloid diff MLP GFP+ MAC1+ %,Salmonella PhoP GFP,RSV CPE inhibition,Myeloid diff MLP
O=C(Nc1nnc(SCc2ccccc2)s1)C1=COCCO1,0.9,-12%,1.8%,i
CCN1C(=O)[C@H]2[C@@H](c3ccc(-c4ccc(F)cc4)c(OC)c3)N[C@@](C)(C(=O)OC)[C@H]2C1=O,3.6,7%,-0.9%,i

High-throughput results deposited in PubChem by several laboratories.
